# Source: PubChem
# FLuc inh: Firefly luciferase inhibition profiling of diverse chemical library using quantitative high-throughput screening; 76,000 compounds, 2.5% hits; purified P. pyralis luciferase, luminescence, biochemical; AID 1347043, 2019; Luciferin 4-monooxygenase (Photinus pyralis), P08659; Potency, µM (top dose mostly 115 µM), without a hit: top-dose activity change, negative = inhibition, usual class: inhibitors; note: potency is the fitted concentration of half-maximal effect; nearly all actives have a fitted effect of over 65% in size
#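 Purified 10nM P. pyralis luciferase with 10uM D-luciferin and 10uM ATP in 50mM Tris acetate pH 7.5, 10mM Mg acetate, 0.01% Tween-20, 0.05% BSA. qHTS titration; luminescence read by CCD imager.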
# IP6K1 inhibitor: Primary qHTS assay for small molecule inhibitors of Inositol hexaphosphate kinase 1 (IP6K1). 140,000 compounds, 0.81% hits. Inositol hexakisphosphate kinase 1 (Homo sapiens), Q92551. activity change, % (series mostly up to about 58 µM). IP6K1 kinase, ADP-Glo luminescence, 2 h; active compounds read low; in the data active = activity change below about -25%
# Target sequence (Q92551 whole entry, looked up): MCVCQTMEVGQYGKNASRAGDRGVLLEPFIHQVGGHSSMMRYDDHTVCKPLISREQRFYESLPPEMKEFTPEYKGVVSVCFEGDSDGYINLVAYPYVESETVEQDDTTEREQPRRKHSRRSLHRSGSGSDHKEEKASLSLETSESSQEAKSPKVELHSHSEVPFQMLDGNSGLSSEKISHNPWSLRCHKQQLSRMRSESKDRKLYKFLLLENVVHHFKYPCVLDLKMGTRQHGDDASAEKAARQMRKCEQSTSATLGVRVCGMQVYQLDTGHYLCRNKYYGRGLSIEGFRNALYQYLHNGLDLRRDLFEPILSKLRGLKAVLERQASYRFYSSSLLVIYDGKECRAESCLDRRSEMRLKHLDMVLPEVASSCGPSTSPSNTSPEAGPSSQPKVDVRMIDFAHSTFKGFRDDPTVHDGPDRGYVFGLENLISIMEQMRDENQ
#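 ADP-Glo luminescence measures ADP made by human IP6K1 during a 2 h RT reaction with ATP/IP6 (mix at 1.3 mM/130 uM); top library doses 57.5 and 19.1 uM final.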
# 3T3 cytotox: Cytotoxic Profiling in NIH 3T3 Cell Line of Diverse Libraries Using Quantitative High-Throughput Screening; NIH 3T3 viability, CellTiter-Glo ATP luminescence, 48-72 h; Potency, µM (top dose mostly 96.7 µM), for inactives: top-dose activity change, negative = cytotoxicity, most hits filed as inhibitors; 94,000 compounds, 4.3% hits; note: potency is the fitted concentration of half-maximal effect; nearly all actives have a fitted effect of over 55% in size
#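 Cells were seeded at 400 per well, treated with pin-transferred compound, and kept 48 or 72 hr at 37 °C before CellTiter-Glo addition and luminescence imaging of cellular ATP.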
# HEK293 viab: GF-AFC viability counterscreen for inhibitors of alpha-synuclein gene (SNCA) expression. HEK-293-SNCA-luc viability, GF-AFC fluorescence, 24 h. 150,000 compounds, 0.12% hits. AID 1671193, 2021. Potency, µM (series often up to 57.1 µM), without a hit: at the top dose activity change, negative = cytotoxicity, actives largely listed as cytotoxic;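 note: potency is the fitted concentration of half-maximal effect; 0% = DMSO-treated cells and -100% = medium-only wells without cells; nearly all actives have a fitted effect of over 30% in size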
#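 HEK-293-SNCA-luc cells (1500/well) plated 24 h, then exposed 24 h to a dilution series; GF-AFC added 30 min at 37C, fluorescence 405/540 nm; normalised to medium-only and DMSO wells, Hill fit.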
# GPT2 inh: Primary qHTS assay for inhibitors of Glutamate pyruvate transaminase 2 (GPT2). Alanine aminotransferase 2 (Homo sapiens), Q8TD30. Recombinant GPT2, coupled pyruvate oxidase/HRP Amplex Red fluorescence. Potency, µM (highest dose often 57.7 µM), without a hit: top-dose activity change, negative = inhibition, actives largely listed as inhibitors. 100,000 compounds, 0.25% hits; note: potency is the fitted concentration of half-maximal effect; nearly all actives have a fitted effect of over 60% in size; many of its hits are not listed in these tables
# Target sequence (Q8TD30 whole entry, looked up): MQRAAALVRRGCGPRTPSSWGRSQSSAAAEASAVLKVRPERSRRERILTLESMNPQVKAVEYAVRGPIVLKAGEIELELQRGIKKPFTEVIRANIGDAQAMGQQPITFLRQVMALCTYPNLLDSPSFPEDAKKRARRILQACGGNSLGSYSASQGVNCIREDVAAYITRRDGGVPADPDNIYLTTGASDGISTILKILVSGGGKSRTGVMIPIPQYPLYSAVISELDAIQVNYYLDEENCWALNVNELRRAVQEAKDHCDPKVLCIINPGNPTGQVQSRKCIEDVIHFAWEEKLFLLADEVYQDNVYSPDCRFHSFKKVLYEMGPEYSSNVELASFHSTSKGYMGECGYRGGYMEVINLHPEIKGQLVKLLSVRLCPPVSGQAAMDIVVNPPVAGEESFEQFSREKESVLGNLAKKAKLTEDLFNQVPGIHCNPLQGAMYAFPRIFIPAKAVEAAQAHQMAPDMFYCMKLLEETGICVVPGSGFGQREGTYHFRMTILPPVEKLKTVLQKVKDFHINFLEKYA
#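 Fluorescence read-out: pyruvate from GPT2 turnover coupled to pyruvate oxidase, HRP and Amplex Red (0.2mM ThPP, 0.2U/mL PO and HRP, 50uM Amplex final). Substrates 250uM a-KG, 2mM L-alanine; enzyme 10ng/uL; 30 min RT.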
# HEK cytotox: Cytotoxic Profiling in HEK 293 Cell Line of Diverse Libraries Using Quantitative High-Throughput Screening; HEK 293 viability, ATP luminescence (CellTiter-Glo), 48-72 h; Potency, µM (doses to about 115 µM), inactives show top-dose activity change, negative = cytotoxicity, most hits filed as inhibitors; 94,000 compounds, 6.6% hits; AID 1345083, 2018; note: potency is the fitted concentration of half-maximal effect; nearly all actives have a fitted effect of over 60% in size
#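 Viability of HEK 293 cells, plated at 250 cells/well, was judged by cellular ATP after compound treatment for 48 or 72 hr. Luminescence was imaged 10 min after CellTiter-Glo addition at room temperature.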
# SNCA expr inhib: Primary qHTS assay for inhibitors of alpha-synuclein gene (SNCA) expression; HEK-293 SNCA-luciferase knock-in, luminescence, 24 h; 140,000 compounds, 0.17% hits; Potency, µM (highest dose often 57.2 µM), for the others: top-dose activity change, negative = inhibition, usual class: inhibitors;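 note: potency is the fitted concentration of half-maximal effect; plate controls were DMSO cells for no effect and cell-free wells for full effect; nearly all actives have a fitted effect of over 45% in size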
# * = called active by the depositor; i = inactive; ? = inconclusive; nt = no result given; & = joins results of further samples; [ ] = dose if it differs, or a comment. Unless noted, calls come from the whole dose curve; as a rule, active = well fitted curve in the direction sought with a large enough effect; inconclusive = small, poorly fitted or top-dose-only effect, or another doubt; inactive = no such curve, though single readings can be large; an effect the other way counts as inactive or inconclusive. Unless noted, % is set by controls: 0 for no effect and ±100 for the full control effect. Only part of the results is shown; the hit share may differ from the screen's.
# Screens in order: 3T3 cytotox | GPT2 inh | HEK cytotox | HEK293 viab | FLuc inh | SNCA expr inhib | IP6K1 inhibitor
CN(C)[C@@H]1CN(C(=O)c2ccccc2Cl)C[C@H]1CO
    i | 1% | 2% | -2% | -1% | -25% | 8
CC(CCO)CCC1C2(C)CCCC(C)(C)C2CC[C@@]1(C)O (stereo partly drawn)
    nt | ? | nt | -15% | nt | nt | -2
COCC1CN(Cc2ccc(OC)cc2)CC12CCNCC2 (stereo not drawn)
    ? | ? | ? | -25% | -19% | -11% | -4
COc1cc(NC(=O)CNC(=O)Cn2ccc3ccccc3c2=O)cc(OC)c1OC
    nt | nt | nt | 27% | nt | -11% | -10
Cc1ccccc1OCCSc1nc2ccc(NC(=O)c3ccco3)cc2s1
    nt | nt | nt | 4% | nt | -3% | -5
O=C(c1ccccc1F)N1CCC(c2nn(-c3ccc(Cl)cc3)c(=O)[nH]2)CC1
    ? | i | 79µM* | 15% | 5% | 4% | -8
CO[C@H]1[C@@H](O)[C@H](O[C@H]2CC[C@@]3(C)C(CCC4C3CC[C@]35COC6(COC(=O)C6)C3CCC45O)C2)O[C@@H](C)[C@@H]1OC1OC(CO)C(OC2OC(CO)C(O)C(O)C2O)C(O)C1O (stereo partly drawn)
    nt | i | nt | -21%[12.5 µM] | nt | nt | -8
C/C=C/CC(=O)N1CCC2(CCN(Cc3cccc(F)c3)CC2)C(CO)C1 (stereo not drawn)
    -12% | ? | ? | 0% | -1% | 29% | -8
CC(=O)N1CCN(C(=O)C[C@@H]2c3nc(NC(=O)C4CCCCC4)sc3C[C@@H]3[C@](C)(CO)[C@H](O)CC[C@]32C)CC1
    -21% | ? | -12% | 13% | -11% | 15% | 20
Cc1noc(-c2cn(C3CCN(C(=O)Cc4ccc(F)cc4)CC3)nn2)n1
    -26% | -19% | -16% | 0% | -8% | -16% | 13
C=CC(C)(C)c1[nH]c2ccccc2c1C[C@@H]1NC(=O)[C@H](C)NC1=O
    nt | i | nt | -9% | nt | nt | -21
COc1ccccc1-c1cccc(CN2CCC(NC(=O)c3ccccc3F)CC2)c1
    ? | -25% | ? | 1% | nt | 2% | 0
COCc1nc(C2CCCN(C(=O)COc3ccccc3)C2)no1 (stereo not drawn)
    3% | i | 3% | 13%[12.5 µM] | -2% | 11% | 37
Cc1ccc2c(c1)nc1n2[C@@H](CNS(=O)(=O)Cc2ccccc2)COC1
    ? | -5%[88.5 µM] | ? | ? | -2%[172 µM] | -13%[87.6 µM] | 4
O=C(c1cccc(Cl)c1)N1CCC(c2nc3c(nnn3Cc3ccc(F)cc3F)c(=O)[nH]2)CC1
    nt | nt | nt | -2% | nt | ? | -7
CN(Cc1ccccc1)Cc1nnc2cc(-c3nc(-c4ccccc4)no3)ccn12
    2% | 2% | -3% | -5% | -9% | 45% | 19
COc1ccc(-c2ccc(-c3nc(CC(C)C)no3)cn2)c2cccnc12
    ? | ? | 25µM* | -17% | -6% | -15% | -4
COC(=O)CNC(=O)N1CC[C@H]2C(=O)NCCCCCCN(Cc3ccncc3)[C@@H]2C1
    4% | -3% | i | 6% | 1% | -10% | 11
c1cnc(Oc2cccc(CN(Cc3ccsc3)CC3CCCO3)c2)nc1 (stereo not drawn)
    -21% | 4% | ? | 5% | 3% | -4% | 9
CCN(C(=O)Cn1cc(S(=O)(=O)Cc2ccccc2Cl)c2ccccc21)c1ccccc1
    nt | nt | nt | -22% | nt | ? | -1
Cc1nc(C2CCCCN2C(=O)c2ccc(F)cc2)n[nH]1 (stereo not drawn)
    i | i | 5% | 11% | -1% | 12% | -2
CCOC(=O)c1ccc(N2C(=O)c3n[nH]c(-c4ccco4)c3C2c2cccc(O)c2)cc1 (stereo not drawn)
    nt | nt | nt | -29% | nt | ? | -12
COc1ccc(-c2cc3nc(C)c(CCC(=O)N4CCN(c5cc(C)ccc5C)CC4)c(C)n3n2)c(OC)c1
    nt | nt | nt | -6% | nt | 4% | 27
O=C(NC1CCN(c2cc(-c3cccs3)[nH]n2)C1)c1ccccn1 (stereo not drawn)
    -15% | ? | ? | -14% | 1% | -10% | 3
CC(C)OC(=O)N1CCC(Oc2ncnc3c2cnn3-c2ccc(S(C)(=O)=O)cc2F)CC1
    nt | i | nt | -23% | nt | nt | -2
CSc1nc(C)cc(Nc2cccc(C(=O)O)c2)n1
    nt | nt | nt | 11% | nt | 92%[activator] | -12
Cc1cccc(C2CC(=O)Oc3c2c(=O)n(C)c2ccccc32)c1 (stereo not drawn)
    nt | nt | nt | -3% | nt | 2% | 4
COc1ccc(C(=O)Nc2nnc(S(=O)(=O)N(C)c3ccc(Cl)cc3)s2)cc1OC
    nt | nt | nt | 10% | nt | -5% | 9
CCOC(=O)c1ccc(NC(=O)N2Cc3[nH]cnc3C[C@H]2c2nc(-c3ccncc3)no2)cc1
    ? | i | -11% | -4% | -28% | -14% | 7
COc1ccc(CCNC(=O)Cn2nnc(-c3ccc(Cl)cc3)n2)cc1OC
    nt | nt | nt | 5% | nt | 20% | 0

# Part of the list above, bar-delimited:
Molecule | 3T3 cytotox | GPT2 inh | HEK cytotox | HEK293 viab | FLuc inh | SNCA expr inhib | IP6K1 inhibitor
CN(C)[C@@H]1CN(C(=O)c2ccccc2Cl)C[C@H]1CO | i | 1% | 2% | -2% | -1% | -25% | 8
CCN(C(=O)Cn1cc(S(=O)(=O)Cc2ccccc2Cl)c2ccccc21)c1ccccc1 | nt | nt | nt | -22% | nt | ? | -1
CO[C@H]1[C@@H](O)[C@H](O[C@H]2CC[C@@]3(C)C(CCC4C3CC[C@]35COC6(COC(=O)C6)C3CCC45O)C2)O[C@@H](C)[C@@H]1OC1OC(CO)C(OC2OC(CO)C(O)C(O)C2O)C(O)C1O (stereo partly drawn) | nt | i | nt | -21%[12.5 µM] | nt | nt | -8
CCOC(=O)c1ccc(NC(=O)N2Cc3[nH]cnc3C[C@H]2c2nc(-c3ccncc3)no2)cc1 | ? | i | -11% | -4% | -28% | -14% | 7

# More compounds:
# Screens in order: 3T3 cytotox | GPT2 inh | HEK cytotox | HEK293 viab | FLuc inh | SNCA expr inhib | IP6K1 inhibitor
COc1ccc(N2CCN(C(=O)CCS(=O)(=O)c3cc(Br)cc4c3N(C(=O)C3CC3)CC4)CC2)cc1
    nt | nt | nt | 1% | nt | 4% | -2
CCc1ccc(OC(=O)CSc2nnc(-c3ccc(OC)c(OC)c3)o2)cc1
    nt | nt | nt | 3% | nt | 11% | -8
CNC(=O)c1noc([C@@H]2CC(F)(F)CN2Cc2cnn(C(C)C)c2)n1
    -17% | i | -18% | 4% | -4% | 18% | 29
CCC(=O)N1CCN(c2nc3c(s2)CC(C(=O)N2CCCCC2)CC3)CC1 (stereo not drawn)
    -18% | 2% | -22% | ? | 4% | 9% | 15
Cc1cc(F)ccc1OC1CN(Cc2ccc(N(C)C)cc2)C1
    ? | i | 79µM* | 6%[87.6 µM] | 1%[172 µM] | 4%[87.6 µM] | 4
CN1CCN(c2c(F)cc3c(=O)c(C(=O)O)cn(CCF)c3c2F)CC1
    nt | -48%&-4% | nt | -5% | nt | 15% | 0
CC1=C[C@@H](CNCC(C)C)[C@H](C(C)C)C[C@H]1Cc1nc2c(C)cccc2[nH]1
    40µM* | -12%[88.5 µM] | 40µM* | ? | -4%[172 µM] | ? | 10
CC1=C(C(=O)Nc2cccnc2)C(c2cccc(F)c2)n2nc(SCc3ccccc3F)nc2N1 (stereo not drawn)
    nt | nt | nt | 3% | nt | -10% | 32
Cc1ccncc1C(=O)N1CCC2(CC1)CC(CO)N(C(=O)c1ccccc1)C2 (stereo not drawn)
    -2% | i | -19% | -2% | 7% | -9% | 11
COc1cccc(NC(=O)C2N(C(C)C)C(=O)C23CCCCC3)c1 (stereo not drawn)
    -11% | i | -25% | -7% | -5% | -13% | 6
O=C1[C@@H]2C[C@@H](O)CN2C2(CN(Cc3ccc(OC(F)(F)F)cc3)C2)C(=O)N1Cc1ccccc1Cl
    ? | ? | ? | -2% | -3% | -20% | 2
CC(=O)N(C)CCc1noc(C2CN(C(=O)Cn3c(=O)oc4ccccc43)C2)n1
    -10% | i | -3% | -1% | -10% | 44%[activator] | -13
Cc1ccc(S(=O)(=O)NC[C@H]2OC[C@@H](NC3CCOCC3)[C@@H]2O)cc1
    -16%[174 µM] | 1%[88.5 µM] | -3%[172 µM] | 2%[87.6 µM] | -1%[172 µM] | -9%[87.6 µM] | 13
COC[C@H]1C[C@@H](NC(=O)c2ccccc2)[C@H](O)[C@@H]1O
    5%[174 µM] | -7%[88.5 µM] | i | 7%[87.6 µM] | 0%[230 µM] | 2%[87.6 µM] | 0
CCc1ccc2oc(-c3cccc(NC(=O)c4ccc(N5CCC(C)CC5)c([N+](=O)[O-])c4)c3)nc2c1
    nt | nt | nt | 5% | nt | 20% | -14
COc1ccc2c(c1)C(COCc1ccc(S(C)(=O)=O)cc1)CC(C)(C)O2 (stereo not drawn)
    ? | nt | ? | nt | nt | nt | -2
CN(C)Cc1nnc(C2CC(NC(=O)c3ccc4c(c3)CCCO4)C2)n1C (stereo not drawn)
    0% | i[11.5 µM] | -6% | 0% | 7% | ? | 29
O=C(NCC(c1cccnc1)N1CCc2ccccc2C1)c1ccc(F)c(F)c1 (stereo not drawn)
    nt | nt | nt | -7% | nt | -7% | -4
N[C@@H](CCNCc1ccc(Cl)cc1)C(=O)N1CCCCC1
    nt | 2% | nt | 29% | nt | nt | -6
COCCN1C(=O)[C@H]2CN(Cc3cccc(OC(F)(F)F)c3)C[C@H]2C1=O
    -18% | i | -8% | 0% | 7% | -3% | -6
O=c1[nH]c(C2CCCN(CC3CCCC3)C2)nc2ccc(F)cc12 (stereo not drawn)
    40µM* | i | 32µM* | -16% | -3% | -2% | 23
Cc1ccc(-c2cccc(CN3CCCC3C(=O)NCc3ccc(F)cc3)c2)cc1Cl (stereo not drawn)
    ? | nt | ? | nt | nt | nt | 19
CCCS(=O)(=O)N1CC(=O)N(c2cc(C)ccc2C)C(C)(C(=O)NC2CCCCCC2)C1 (stereo not drawn)
    nt | nt | nt | 8% | nt | -13% | -21
COc1ccc(Cl)cc1C(=O)NCc1nnc2ccc(-c3ccc(Cl)cc3)nn12
    -21% | i | -3% | -7% | 0% | -24% | 11
O=C1C[C@H]2CC[C@@H](CN1)N2Cc1ccc(OCc2ccccc2)cc1
    ? | i | ? | -7% | 11µM* | -19% | 8
COc1cccc(N2C(=O)NC(=NC3CCCCC3)C23CCCN(Cc2ccsc2)C3)c1 (stereo not drawn)
    40µM* | 1% | ? | ? | nt | ? | -11
